# Assay outcomes: PubChem BioAssay, Fisher Drug Discovery Resource Center
# NPYLR7 agonist = mosquito NPYLR7 agonism; HEK293T NPYLR7/Galpha15, GCaMP6s calcium fluorescence; activation, % at 10 µM; 270,000 tested, 0.15% active; AID 1259423; in the data active = activation above about 40%;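 note: 0% = vehicle and 100% = reference agonist at the receptor; some compounds past the cut are filed as inactive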
# mcGAS inh = blocks mouse cGAS activity; Q8C6L5; recombinant cGAS, Kinase-Glo ATP depletion luminescence; inhibition, % at 12.5 µM; 160,000 tested, 0.15% active; AID 1259399;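 note: 0% = negative control wells and 100% = reference inhibitor with no enzyme activity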
# hcGAS lum = blocks human cGAS activity; 290,000 tested, 0.081% active; AID 1259398; recombinant h-cGAS, ATP depletion, Kinase-Glo luminescence; inhibition, % at 12.5 µM;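 note: 0% = vehicle reaction and 100% = reaction without DNA for no activity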
# Target sequence (Q8N884 whole entry, looked up): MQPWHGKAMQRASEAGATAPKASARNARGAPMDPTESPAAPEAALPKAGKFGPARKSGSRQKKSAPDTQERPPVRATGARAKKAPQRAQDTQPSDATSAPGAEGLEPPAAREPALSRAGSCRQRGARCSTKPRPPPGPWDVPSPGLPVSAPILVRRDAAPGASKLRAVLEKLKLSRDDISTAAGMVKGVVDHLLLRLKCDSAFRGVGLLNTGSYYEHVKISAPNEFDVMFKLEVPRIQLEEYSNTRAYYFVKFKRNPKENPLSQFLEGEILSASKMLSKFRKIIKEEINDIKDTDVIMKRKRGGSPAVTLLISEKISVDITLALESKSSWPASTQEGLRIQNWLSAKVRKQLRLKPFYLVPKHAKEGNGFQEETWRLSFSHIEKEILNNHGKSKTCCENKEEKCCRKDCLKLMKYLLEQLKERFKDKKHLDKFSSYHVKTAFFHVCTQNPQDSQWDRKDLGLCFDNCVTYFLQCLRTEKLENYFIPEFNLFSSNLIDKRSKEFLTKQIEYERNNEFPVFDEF
# The depositor's hits bear a star; x = no result given; & = joins results of further samples. Cut-off read from the data, not from the text of the source, unless noted: active = inhibition above about 40%; inactive = the rest. Compounds were not picked by outcome; overall some 0.29% were active at least once.
SMILES,NPYLR7 agonist,mcGAS inh,hcGAS lum
CCCCCCCC(=O)N(CC(=O)N(Cc1ccc(F)cc1)Cc1sccc1C)CC1CCCO1 (stereo unspecified),-4,-4,0
CNC(=O)c1cnn(-c2cccc(Cl)c2)c1C(F)(F)F,0,x,-17
CN(C(=O)c1ccccc1N1CCC(NS(=O)(=O)c2ccc(F)cc2)CC1)C1CCCCC1,3,1,4
Cc1ccc(-n2nc(C(C)(C)C)cc2NC(=O)CN(Cc2ccccc2)C(=O)Nc2c(Cl)cccc2Cl)cc1,-1,-1,4
CCc1nc(C)ccc1OCC(=O)N1C[C@@H]2[C@@H]3CC[C@@H](C3)[C@@H]2C1,1,x,2
C=C(C)Cn1c(=O)c2c(nc3n(CC4CCCO4)c(C)cn23)n(C)c1=O (stereo unspecified),8,x,-7
CCOc1ncccc1C(=O)N(Cc1nccn1C)C1CC1,8,x,-8
CCOC(=O)C1CCCN(C2CCN(c3ccc(C(=O)NCCN4CCOCC4)cc3)CC2)C1 (stereo unspecified),5,-14,-9
CCOC(=O)c1ccc2c(c1)nc(SCc1cccc(C(=O)OC)c1)n2Cc1ccccn1,-7,-7,-6
CC(C)n1cc(C(=O)N2CCC(CO)(Cc3cccc(C(F)(F)F)c3)CC2)cn1,3,x,-6
Cc1ccccc1Cn1c(=O)c2c(nc3n(CCN4CCOCC4)c(C)cn23)n(C)c1=O,-3,x,-7
CCSc1nnc(SCC(=O)c2cc(C)n(Cc3ccco3)c2C)s1,0,x,-4

# Brought forward from above: 4 entries, followed by the next part.
SMILES,NPYLR7 agonist,mcGAS inh,hcGAS lum
CCOC(=O)c1ccc2c(c1)nc(SCc1cccc(C(=O)OC)c1)n2Cc1ccccn1,-7,-7,-6
CC(C)n1cc(C(=O)N2CCC(CO)(Cc3cccc(C(F)(F)F)c3)CC2)cn1,3,x,-6
Cc1ccccc1Cn1c(=O)c2c(nc3n(CCN4CCOCC4)c(C)cn23)n(C)c1=O,-3,x,-7
CCSc1nnc(SCC(=O)c2cc(C)n(Cc3ccco3)c2C)s1,0,x,-4
CC1CCN(C(=O)C2CC(=O)N(Cc3cccc(Br)c3)C2)CC1 (stereo unspecified),x,-4,-6
CCC(=O)N(Cc1ccc(Cl)cc1)C(C)CC (stereo unspecified),6,x,-10
Cc1ccc(C2(O)CCN(Cc3ccccc3OCc3ccccc3)CC2)nc1,6,x,-5
O=C(NCCCn1ccnc1)c1cc2nc(-c3ccccc3)cc(C(F)(F)F)n2n1,-8,-7,-4
CCC(C)N(Cc1ccc(OS(=O)(=O)CC)cc1)C(=O)Nc1ccc(C(C)C)cc1 (stereo unspecified),6,-5,-7
CCn1nc(C)c(Br)c1C(=O)N1CCN(CCCOC(c2ccc(Cl)cc2)c2ccc(Cl)cc2)CC1,3,-8,-7
CC1CCc2sc3ncnc(Nc4ccc(N(C)C)cc4)c3c2C1 (stereo unspecified),15,-6,-3
Cn1c(=NN=Cc2ccc(OC(F)F)cc2)sc2ccccc21,2,-7,-14
CN(CC1CCN(CCc2ccc(F)cc2)CC1)C(=O)c1cc(C2CC2)nc2ccccc12,11,-7,-7
Cc1nn(CCC(N)=S)c2nc(-c3ccccc3)ccc12,-1,x,-7
CCOC(=O)c1c(C)n(-c2ccccc2)c2ccc(OC(=O)C(C)(C)C)cc12,-5,-4,-1
COc1ccc(N2CCN(c3nc(SCc4cccc(C(=O)N5CCCC5)c4)nc(C)c3C)CC2)cc1,-1,-1,-2

# The list goes on; the last three above are carried over.
SMILES,NPYLR7 agonist,mcGAS inh,hcGAS lum
Cc1nn(CCC(N)=S)c2nc(-c3ccccc3)ccc12,-1,x,-7
CCOC(=O)c1c(C)n(-c2ccccc2)c2ccc(OC(=O)C(C)(C)C)cc12,-5,-4,-1
COc1ccc(N2CCN(c3nc(SCc4cccc(C(=O)N5CCCC5)c4)nc(C)c3C)CC2)cc1,-1,-1,-2
O=C(c1c[nH]c(=O)cn1)N1CCC(N2CCCC(C(=O)N3CCOCC3)C2)CC1 (stereo unspecified),x,0,4
Cc1nonc1OCCNC(=O)c1cccc2ccnn12,7,x,-4
COc1ccc(-n2ccnc2[C@@H]2C[C@H](NC(C)=O)C[C@H](CC(C)C)O2)cc1,1,-10,-2
CCc1nc(CC#N)nc(N2CCN(C(=O)N(C)C)CC2)c1Cc1cccc(C)c1,-1,-9,-7
CN1CCN(C(CNS(=O)(=O)c2ccccc2)c2cccnc2)CC1 (stereo unspecified),5,-5,0
O=C(CSc1nnc2ccccn12)Nc1c(Cl)c(Cl)cc(Cl)c1Cl,-6,x,4
CCN1CCN(c2nc(CSc3nccc(C)n3)cc(=O)[nH]2)CC1,2,-5,-1
CCOc1cccc(C2CC(=O)Nc3n[nH]c(C4CCC4)c32)c1O (stereo unspecified),2,-14,-3
O=C(CCC(=O)N1CCc2ccccc2C1)NCc1ccncc1,-15,x,1
Cc1cc(Cl)ccc1N1CCN(C(=O)c2ccco2)C(C)C1=O (stereo unspecified),2,-5,-5
O=S(=O)(NCc1cccc(I)c1)N1CCCCC1,2,x,1
CC1(C(=O)O)Sc2[nH]c(=O)sc2C2c3ccccc3OC(=O)C21 (stereo unspecified),6&5,4,-7&6

# In a second layout: results already given
mol	NPYLR7 agonist	mcGAS inh	hcGAS lum
CCc1nc(CC#N)nc(N2CCN(C(=O)N(C)C)CC2)c1Cc1cccc(C)c1	-1	-9	-7
CN1CCN(C(CNS(=O)(=O)c2ccccc2)c2cccnc2)CC1 (stereo unspecified)	5	-5	0
O=C(CSc1nnc2ccccn12)Nc1c(Cl)c(Cl)cc(Cl)c1Cl	-6	x	4
CCN1CCN(c2nc(CSc3nccc(C)n3)cc(=O)[nH]2)CC1	2	-5	-1

# Single values from the results shown.
# hcGAS lum with COc1ccc(-n2ccnc2[C@@H]2C[C@H](NC(C)=O)C[C@H](CC(C)C)O2)cc1 = -2
# NPYLR7 agonist with O=C(CSc1nnc2ccccn12)Nc1c(Cl)c(Cl)cc(Cl)c1Cl = -6
# hcGAS lum with O=S(=O)(NCc1cccc(I)c1)N1CCCCC1 = 1

# (more compounds)
SMILES,NPYLR7 agonist,mcGAS inh,hcGAS lum
COc1ccc(OC)c(S(=O)(=O)N2CCCN(c3nc4ccccc4nc3-c3ccccc3)CC2)c1,x,-5,-2
CCN(CC)c1cc(-c2ccccc2)nc(SCc2ccc(C(=O)NCc3cccnc3)cc2)n1,-1,-4,-6
Cc1ccc(Cl)cc1NC(=O)C(c1cccc(F)c1)N1CCOCC1 (stereo unspecified),-3,x,-8
CCc1ccc(OCC(=O)NNC(=O)COc2cc(C(C)C)ccc2C)cc1,-4,-2,-4
O=C(NNc1nc(-c2ccccc2)c2cc(Br)ccc2n1)c1ccc(Cl)cc1,-6,-2,-1
CCCS(=O)(=O)N1CCC(Oc2nccnc2N2CCOCC2)C1 (stereo unspecified),x,0,-2
Clc1cccc(CN2CCN(Cc3ccc4nsnc4c3)CC2)c1,9,-11,-7
CCn1cc(NC(=O)c2cc(Cl)c(Cl)n2C)ccc1=O,1,x,-13
O=S(=O)(c1ncn[nH]1)N1CCOCC1,0,x,6
O=C(Cn1cnc([N+](=O)[O-])n1)N/N=C\c1cc(Br)cc(Br)c1O,-8,6,1
CCCN(CC(=O)Nc1cc(-c2ccccc2)nn1-c1ccc(F)cc1)C(=O)COc1ccccc1,-3,0,3
CCc1cnc2c(c1SCc1ccccc1Cl)c(=O)n(C)c(=O)n2C,3,-5,-3
S=c1[nH]nc(C2C3CCCCC32)n1-c1c(Cl)cccc1Cl (stereo unspecified),0,-4,-7
COCCNC(=O)c1cccc(CSc2nc(COC)cc(N(C)Cc3ccccc3)n2)c1,-4,0,-2
Cc1occc1C(=O)NNC(=O)NC(C)c1ccc(Cl)cc1 (stereo unspecified),8,x,-7
Cc1c(C(=O)O)sc2nc(-c3ccccc3)cn12,0,1,-32
Cc1noc(C)c1N(C)CC(=O)Nc1sc(C)c(C)c1C#N,-1,-14,-14
Cc1nc2c(OCC(=O)N(C)C)cccn2c1N(C)C(=O)CCC1CCCC1,8,-1,-5
O=C(NNS(=O)(=O)c1ccccc1Cl)c1cc2c(s1)CCCCC2,1,x,-5
Cc1ccc(Cl)c2sc(N3CCN(C(=O)C4=COCCO4)CC3)nc12,0,-4,-4
Cc1onc(-c2ccccc2)c1C(=O)N1CCC(O)(CN(C)C)C1 (stereo unspecified),5,x,-6
CCOC(=O)CCCSc1nnc(-c2ccncc2)n1-c1cccc(C(F)(F)F)c1,2,-3,-1
CCc1ccc(NC(=O)CCn2cnc3c([nH]c4ccc(C)cc43)c2=O)cc1,x,-8,-6
COc1cccc(/C=C/C(=O)Nc2ccccc2C(C)(C)C)c1OC,2,-7,-8
Cn1cc(Br)c(C(=O)Nc2cccc(C(F)(F)F)c2)n1,3,-4,-7
O=C(NCC(c1ccc(Cl)cc1)n1cccn1)c1ccc[nH]1 (stereo unspecified),1,-14,-8
Cc1cc2c(=O)n(C)c(SCC(=O)Nc3ccccc3F)nc2s1,-11,x,-3
COc1cccc(CN2CC(C(=O)N(C)Cc3nc4ccc(F)cc4[nH]3)CCC2=O)c1 (stereo unspecified),0,x,-8
Cc1cc(C)n(C2CCN(Cc3cn[nH]c3-c3ccc(F)cc3)C2)n1 (stereo unspecified),3,x,-4
CC(=O)N1N=C(N)SC1c1ccccc1 (stereo unspecified),-11,-8,-6
CNC(=O)CC1C(=O)N(C)C(=S)N1NC(=O)c1cccc(F)c1 (stereo unspecified),-7,-7,-6
CCOC(=O)C1(Cc2ccccc2F)CCCN(C(=O)C(=O)c2ccco2)C1 (stereo unspecified),-7,-3,-2
COc1cc([N+](=O)[O-])ccc1-c1ccc(/C=C2\C(=O)N(c3ccc(C(=O)O)cc3)N=C2C)o1,-6,-6,-6
CCOC(=O)c1ccccc1NC(=O)CSc1nc2[nH]ncc2c(=O)[nH]1,-2,x,-6
CC1(C)Cc2ccccc2-c2nnc(C(F)(F)C(F)F)n21,2,x,-3
COc1ccc(CN2CCN(Cc3cc(C(C)C)n[nH]3)CC2CCO)c(C)c1C (stereo unspecified),-8,x,-6
COCCCn1cc(C(=O)O)c2nn(-c3ccccc3)c(=O)c-2c1,-5,x,-11
Cc1cc2c(o1)CC(C)(C)CC2NC(=O)NCc1ccccn1 (stereo unspecified),1,x,-2
O=C(CCc1ccc2c(c1)OCO2)N1CCN(c2ccccc2F)CC1,4,x,-5
CCOC(=O)c1c(N)sc(C(N)=O)c1C,5,-5,-1
CC(C)COC(=O)N1CCn2c(nnc2C(=O)N2CCOCC2)C1,7,x,-6
O=C1N(CCCc2ccccc2)CCCC12CCN(c1cnccn1)C2 (stereo unspecified),4,x,-6
COc1ccc(-c2ccccc2NC(=O)C2CCCN(Cc3ccoc3)C2)cc1 (stereo unspecified),7,x,-1
C=C(C)C(O)(C(=C)C)c1ccc(CN(CCN2CCOCC2)Cc2cccc(OC)c2OC)o1,-9,2,0
COc1ncnc(NS(=O)(=O)c2ccc(N)cc2)c1OC,18,x,-8
O=C(c1ccc(OC(F)F)cc1)N1CCOC(Cc2ccccc2)C1 (stereo unspecified),6,x,3
COC(=O)[C@@H]1C[C@H](C(=O)NCc2cccnc2)[C@H](c2cccc(F)c2F)N1C,0,x,-7
CCc1ccc(CN(C)c2nccc(N3CCC(O)C3)n2)nc1 (stereo unspecified),8,x,-13
CCn1c(C2CCCN(Cc3coc(-c4ccccc4)n3)C2)nn(C)c1=O (stereo unspecified),1,x,-8
COCCOc1ccc(C(F)(F)F)cc1NC(=O)c1ccoc1C,10,x,-6
Cc1nc(CN2CCC=C(CCNC(=O)N3CCOCC3)C2)no1,23,-10,-2
CCC(CO)N(Cc1ccco1)C(=O)c1cc2ccccn2n1 (stereo unspecified),-2,-10,-7
CCC(NC(=O)Nc1cc(S(=O)(=O)N(C)C)ccc1C)c1ccc(C)cc1 (stereo unspecified),8,x,-5
COc1cc(OC)nc(C(NC(=O)C2CCN(Cc3ccc4ccccc4n3)CC2)c2ccc(F)cc2)n1 (stereo unspecified),-16,2,2
Cc1nnc2ccc(OCCNS(=O)(=O)c3ccc(F)c(Cl)c3)nn12,3,1,0
CCOC(=O)N1CCN(C(=O)Cn2nnnc2CN2CCCC2)CC1,-4&-1,-9,-5&-7
Cc1cc2cccc(C(=O)N3CCC4(CCC(=O)N(C)CC4)CC3)c2o1,4,-9,1
Cc1nn(CN(CCC#N)CCC#N)c(=S)s1,2,-5,-2
CCSCC(C)NCc1nc(-c2cccnc2)no1 (stereo unspecified),3,x,-6
CC(C)(O)C#Cc1cccc(C(=O)NCc2ccccc2-n2cccn2)c1,2,-14,0
CCN(CC)CCn1cc(-c2cccc(O)c2)nn1,9,x,-7
CCC(C)NC(=O)c1cnc(N2CCN(c3ccccc3[N+](=O)[O-])CC2)nc1OC (stereo unspecified),4,x,-6
CCOc1ccc(C2CCCN2CCCc2nc(C)no2)cc1 (stereo unspecified),10,x,-13
